High-throughput results: PubChem BioAssay, several laboratories
aSyn UTR inh = MLPCN primary screen, SNCA 5' untranslated region | alpha-synuclein 5'UTR reporter, inhibitor activity | inhibition, % (tested at 7.5 µM) | hit rate 0.82% among 300,000 | AID 1813, 2009; in the data active = inhibition above about 60%;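 also: H4 neuroglioblastoma cells stably carrying SNCA 5'UTR luciferase fusion; 0% = DMSO wells and 100% = positive control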
KLF5 inh = KLF5 expression inhibitors, primary screen, DLD-1 cells, luminescence | DLD-1 KLF5 promoter-luciferase reporter | hit rate 0.23% among 290,000 | inhibition, % at 5 µM | AID 1700, 2009;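 active = inhibition above a per-plate limit of that plate's mean compound inhibition plus 3 SD, cut at about 60% in these data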;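 also: 0% = DMSO wells and 100% = LY294002 at 200 µM; higher means less KLF5 promoter-driven luciferase light; inactives centre near -14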
HSP90 refold inh = HSP90 inhibitors, primary screen, cell lysate, luminescence | Rabbit reticulocyte lysate, luciferase refolding luminescence, 3 h | AID 1789, 2009 | inhibition, % at 5.6 µM | hit rate 0.91% among 290,000 | Heat shock protein HSP 90 (rabbit reticulocyte lysate; luciferase refolding);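 active = inhibition above the screen-wide mean plus 3 SD, computed separately per campaign, cut at about 16% in these data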;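 also: 0% = DMSO wells and 100% = 60 µM geldanamycin wells; inhibitors lower the luminescence because luciferase stays unfolded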
Platelet DG rel = inhibitors of platelet dense granule secretion, primary screen, cell-based, MLPCN, human platelets; human platelet-rich plasma, SFLLRN dense granule ATP release, luminescence; hit rate 0.22% among 300,000; inhibition, %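 (compounds screened at 7.5 µM in platelet-rich plasma)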;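 active = mean replicate score, as percent of positive control, at or above 50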
IEC-6 tox = cytotoxicity in IEC-6 intestinal epithelial cells, primary screen, cytotoxicity control for KLF5 inhibitor project, cell-based, luminescence; hit rate 0.78% among 290,000; inhibition, % at 5 µM; IEC-6 cytotoxicity, luminescence viability; AID 1825, 2009; in the data active = inhibition above about 22%;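 also: 0% = plate median of test compound wells and 100% = cytotoxic reference compound wells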
HSF1 inhib = HSF1 inhibitors in luciferase reporter cells, primary screen, cell-based, NIH3T3, luminescence | NIH3T3-HGL HSE-luciferase, MG132-induced, luminescence 8 h; hits give low values | activity change, negative = inhibition, % at 7.5 µM (by protocol) | hit rate 0.77% among 300,000 | AID 2098, 2009;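 active = more than half of replicate wells show activity change below -50%, luminescence cut by over half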;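 also: luciferase reports HSF-1 transcriptional activity via heat shock element; 0% = median of DMSO wells and -100% = zero luminescence signal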
HIF act = HIF pathway transcriptional activators, primary screen, cell-based, U2OS HRE-luciferase, luminescence; activation, % at 7.5 µM (by protocol); AID 1910, 2009; U2OS HRE-luciferase reporter; normalized: DMSO 0%, desferrioxamine 100%; hit rate 0.32% among 300,000;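 active = mean activation of at least 10% of the iron chelator positive control signal, with at least half of replicates also reaching 10%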
SKKanGAS inh = S. pyogenes SKKanGAS growth inhibitors in kanamycin, primary screen, streptokinase expression inhibitor project, SKKanGAS strain, BacTiter-Glo luminescence | inhibition, % at 7.5 µM | 6 h | hit rate 1.3% among 300,000 | AID 1662, 2009;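 active = mean replicate score, as percent of positive control median, at least 50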;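 also: strain carries kanamycin resistance gene driven by streptokinase promoter and grows in 40 µg/ml kanamycin; loss of luminescence reflects streptokinase promoter inhibition or plain growth inhibition; 0% = median of DMSO wells and 100% = positive control at its reference dose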
HSF-1 act = HSF-1 activators, primary screen, NIH3T3-HGL cells, MG132 stress, luminescence, single point. AID 504408, 2011. hit rate 1.7% among 300,000. NIH3T3-HGL HSF-1 luciferase reporter, 8 h; 100% = twice DMSO control signal. activation, % at 9 µM;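 active = mean replicate activation of at least 50% with a set share of replicates each reaching 50%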;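 also: 0% = median of the neutral control wells and 100% = twice that signal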
AI-2 QS mod = Vibrio harveyi AI-2 quorum sensing modulators, primary screen, JMH597 strain, luminescence/OD600 ratio | Vibrio harveyi JMH597 AI-2 luminescence/OD600 ratio, 9 h; hits give low values; strain lacks LuxN and CqsS sensors; 0 = neutral-control median | activity change, % at 7.5 µM | hit rate 0.4% among 300,000; in the data active = activity change below about -75%, passing the limit was not always enough;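 also: luminescence divided by OD600 gain over 9 h not by final OD600 alone; inactives centre near 13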
The depositor's hits bear a star; x = no result given.

SMILES | aSyn UTR inh | KLF5 inh | HSP90 refold inh | Platelet DG rel | IEC-6 tox | HSF1 inhib | HIF act | SKKanGAS inh | HSF-1 act | AI-2 QS mod
COc1ccc(-c2nnc(SCC(=O)N3CCCCC3)o2)c(OC)c1 | -45 | 3 | 0 | -3 | 4 | -4 | 2.1 | -1 | 8 | 4
C/C(=N\NC(=O)CNC(=O)c1ccccc1F)c1ccco1 | -4 | -24 | -3 | -26 | -5 | -2 | 0.1 | -2 | 2 | 18
O=C(c1cccs1)n1nc(-c2ccc(Cl)cc2)nc1NCc1ccco1 | -50 | 5 | -5 | -4 | 2 | 4 | 1.3 | 4 | 3 | 17
COc1ccc(N2CCN(C(=O)c3ccc(CS(=O)(=O)c4ccc(OC)cc4)o3)CC2)cc1 | -5 | -47 | -3 | 2 | -15 | 2 | x | -4 | -5 | 14
O=C(NCc1nc2ccccc2[nH]1)c1c(F)c(F)c(F)c(F)c1F | -12 | -24 | -4 | -5 | -2 | -8 | 74* | 4 | 2 | 22
COc1cccc(C=Nc2cccc3c(=O)[nH][nH]c(=O)c23)c1O | -29 | -13 | -4 | 43 | -7 | 8 | 3.0 | -7 | 15 | 11
O=C(Nc1nccs1)c1cccc2ccccc12 | -3 | -32 | -6 | -2 | 2 | 2 | 0.9 | 4 | 8 | 18
C=C(C)CN(CC)C(=O)CN1C(=O)NC2(CCc3ccccc32)C1=O (configuration not stated) | -4 | -24 | -1 | -2 | 0 | -5 | -0.4 | -4 | 5 | 30
Cc1c(C)n(Cc2ccccc2)c2ccc(C(=O)O)cc12 | 22 | x | x | 0 | x | 2 | -0.6 | 0 | 30 | 31
COc1cc(OC)c(OC)cc1/C=N/NC(=O)C[n+]1ccccc1 | 7 | 17 | -2 | -1 | 0 | 2 | 0.1 | 0 | 0 | 19
Cc1cccc(N2CC(C(=O)Nc3nnc(SCC(=O)N4CCOCC4)s3)CC2=O)c1 (configuration not stated) | -5 | -31 | 0 | -3 | -4 | 1 | 0.0 | 3 | 3 | 6
Cc1csc(NC(=O)c2oc3ccccc3c2C)n1 | -68 | x | x | 11 | x | 4 | 2.0 | -5 | -19 | 16
Cc1coc2cc3oc(=O)c(CCC(=O)NC4CC4)c(C)c3cc12 | -56 | -2 | -3 | 13 | 8 | 9 | 1.4 | -7 | 0 | 26
CCOc1ccc(C(=O)Nc2cccc(C)n2)cc1 | 0 | -131 | 8 | 30 | 2 | 17 | 0.7 | 13 | 43 | 6
Cc1ccc(N(Cc2cc3cc(C)ccc3[nH]c2=O)S(=O)(=O)c2ccccc2)cc1 | -9 | -9 | -2 | 7 | -7 | 5 | 0.1 | -6 | 11 | 29
O=S(=O)(/C=C/c1ccccc1)N1CCN(c2ccc(F)cc2)CC1 | 24 | -3 | -1 | 0 | 6 | 6 | -0.7 | -7 | 2 | 7
COc1ccc(C(=O)N[C@H](C(=O)OCC(=O)NC(=O)c2cccn2C)C(C)C)cc1 | -4 | -28 | 0 | 35 | -12 | 2 | -0.1 | -1 | 14 | 8
COc1ccc(N2C(=O)[C@@H]3[C@H](C2=O)[C@H](C(=O)c2ccc(OC(C)=O)cc2)N2N=CC=C[C@@H]32)cc1 | -48 | -24 | 6 | -5 | 6 | 0 | -0.1 | 1 | 4 | 16
COc1ccccc1-c1c(C)nn2c(C)c(C(C)=O)cnc12 | 18 | 0 | -1 | -4 | 5 | -5 | -0.8 | -4 | -15 | -9
O=C(NCc1ccccn1)C1Nc2ccc(C(F)(F)F)cc2C2C=CCC12 (configuration not stated) | -5 | x | x | 12 | x | 3 | -1.2 | 6 | 19 | 26
C/C(=N\NC(=O)C1CC1)c1cccc(NC(=O)c2cccc(Cl)c2)c1 | -22 | -31 | -3 | -1 | -6 | 14 | 0.0 | 6 | 28 | 41
CC(C)OCCOc1ccc2oc(-c3ccco3)cc(=O)c2c1 | -115 | -34 | -6 | -10 | -5 | -10 | 1.7 | -10 | -24 | 25
O=C(Nc1nnc(SCc2ccccc2)s1)c1cccc([N+](=O)[O-])c1 | -2 | -26 | 2 | 3 | 5 | 5 | 0.0 | 9 | -3 | 25
O=C(CSC1=Nc2ccccc2C2=NC(CC(=O)NCc3ccco3)C(=O)N12)NCc1ccco1 (configuration not stated) | 6 | 3 | 4 | -1 | 1 | 1 | 0.0 | -1 | -7 | 13
COc1cc(/C=N/Nc2nc3ccccc3s2)cc([N+](=O)[O-])c1O | -100 | 4 | 29* | 12 | 4 | 18 | 1.9 | 54* | 6 | 18
O=C(COC(=O)c1cnccn1)Nc1ccc(Cl)cc1 | 6 | -4 | -2 | 2 | 0 | -5 | -0.9 | 3 | -4 | 3
COc1ccc(CCN2CCCn3c2nc2c3c(=O)n(CC(C)C)c(=O)n2C)cc1OC | 11 | -39 | 1 | 2 | -3 | 4 | -17 | 2 | 8 | 32
Cc1cc(NC(=O)CSc2nnc(-c3cccnc3)n2Cc2ccccc2)no1 | -10 | -5 | 0 | -4 | 6 | 0 | -0.5 | -2 | 3 | 23
O=C(NCc1cccnc1)C(=O)NCC(c1ccco1)N1CCN(c2ccccc2)CC1 (configuration not stated) | -26 | -38 | -2 | -37 | -10 | 41 | -0.1 | -10 | 80* | -21
CCC(=O)Nc1cc(C)c(NC(=O)c2ccccc2OC)cn1 | -70 | -46 | -2 | 4 | -4 | 1 | -27 | -2 | 6 | -8
COc1ccc(NC2c3ncccc3C(=O)N2Cc2ccccc2)c(OC)c1 (configuration not stated) | 7 | -10 | 4 | -1 | 1 | 7 | -0.6 | 14 | 14 | 14
COC(=O)c1c(C#N)c(N)nc2c1CCC2 | 9 | -12 | 3 | -6 | 2 | -1 | 0.1 | 3 | 12 | 8
CCOC(=O)N1CCN(C(=O)CSc2nnc(-c3cccc(Cl)c3)o2)CC1 | 10 | -10 | -6 | 9 | 2 | -11 | -0.1 | -3 | -5 | 3
O=C(CCS(=O)(=O)c1ccccc1)Nc1ncc([N+](=O)[O-])s1 | -26 | -14 | -4 | -13 | -4 | 16 | 0.4 | -4 | 24 | -21
Cc1ccc(OCC(=O)NCCNC(=O)c2cccnc2)cc1C | -3 | -23 | 1 | -7 | 3 | -3 | 0.2 | -10 | -3 | 15
O=C(CSc1nnc(NC(=O)c2ccccc2F)s1)NCc1ccco1 | -80 | -174 | 1 | -9 | 1 | 10 | 1.6 | -8 | 11 | -2
Cc1ccc2c(CC(=O)Nc3c(C)n(C)n(-c4ccccc4)c3=O)coc2c1 | 20 | -1 | -3 | 1 | -2 | 2 | -0.3 | 2 | 18 | 2
COc1ccc(NC(=O)C2CCN(S(=O)(=O)c3ccccc3)CC2)cc1 | 4 | -26 | -4 | -5 | 0 | -3 | -0.5 | -5 | 0 | 20
CCCCC(=O)Nc1cccc(NC(=O)c2cccc(Br)c2)c1 | 32 | -34 | -2 | 0 | 7 | -62* | -0.2 | -12 | -70 | 13
CN1CCN(CCCNC(=O)c2cn(C3CCCCC3)c(=O)c3c2c2ccccc2n3C)CC1 | 0 | -30 | 0 | -5 | -2 | -3 | -3.2 | -3 | -13 | -11
C/C(=N\NC(=O)CNc1cccc(C(F)(F)F)c1)c1ccc(Br)cc1 | 6 | 9 | -1 | -4 | 5 | 3 | -0.6 | -13 | 15 | 7
Cc1ccccc1-c1nc2c(s1)CCc1onc(-c3cccc([N+](=O)[O-])c3)c1-2 | 6 | x | x | -3 | x | -5 | -0.2 | -8 | -18 | 21
COc1ccc(C(=O)N2CCNC(=O)C2CC(=O)Nc2cc(Cl)ccc2OC)cc1 (configuration not stated) | 4 | 2 | -4 | 9 | -3 | -4 | -0.3 | -1 | -17 | 15
COc1ccc2sc(N(CCCN(C)C)C(=O)c3ccc(S(=O)(=O)N(C)C4CCCCC4)cc3)nc2c1 | -20 | x | x | 3 | x | -8 | 0.7 | 0 | -14 | 1
CCOC(=O)C1=C(C)NC(=S)NC1c1cc(C)sc1C (configuration not stated) | 9 | 8 | -2 | 3 | -4 | 0 | 0.0 | 0 | 12 | -25
Cc1ccc(C(=O)NNC(=O)CSc2nnc(-c3ccccc3)n2Cc2ccccc2)cc1 | 22 | -11 | 0 | 3 | -1 | -4 | 0.5 | -3 | 14 | 1
O=[N+]([O-])c1ccc(CSc2nnc(SCc3ccccc3)s2)cc1 | 20 | -7 | 1 | -4 | 4 | 4 | -0.3 | 28 | 27 | 18
CCN(CC)CCN(C(=O)c1ccc(S(=O)(=O)N(CC)c2ccccc2)cc1)c1nc2c(OC)ccc(OC)c2s1 | 0 | -32 | -2 | 8 | -1 | -3 | 0.2 | 3 | 4 | 4
N#Cc1c(Nc2ccccc2)c(C=NCCN2CCOCC2)c[nH]c1=O | -14 | 6 | 3 | -8 | 4 | -4 | 0.3 | 1 | -15 | 20
Nc1nnnn1/N=C/c1cccc(Br)c1 | -8 | -50 | -2 | 9 | -3 | 5 | -2.8 | -16 | -1 | 18
Cc1cc(C)cc(N(CCC#N)C(=O)CSc2nc3nc(C)cc(C)n3n2)c1 | 17 | -14 | 3 | -6 | -1 | 1 | -0.9 | -1 | 2 | 59
C=CCOC(=O)CCP(=O)(CCC(=O)OCC=C)c1ccccc1 | x | -11 | -3 | x | -3 | x | x | x | x | 15
COc1ccc(NC(=O)CS(=O)(=O)Cc2nc(-c3ccc(C)cc3)oc2C)cc1 | 40 | 5 | 1 | -1 | 15 | -12 | -0.3 | -2 | -10 | 35
CC1CC(c2ccccc2)n2nc(NC(=O)c3ccco3)nc2N1 (configuration not stated) | 5 | -16 | 0 | -3 | -4 | -16 | -0.3 | 8 | -35 | 15
O=C(CCc1ccccc1)N1CCN(Cc2ccc(F)cc2Cl)CC1 | 1 | -10 | 3 | 4 | 4 | 0 | 0.9 | 2 | 2 | -12
Cc1cc(=O)c2c(o1)CC(C)(C)CC2=O | -2 | 6 | 7 | 0 | 4 | 10 | -0.2 | 11 | 4 | 28
C/C(N)=C(/C#N)C(=O)COC(=O)c1cccc2ccccc12 | -62 | -22 | -3 | 3 | 2 | 23 | 0.5 | -14 | 40 | 20
O=c1[nH]c(C2CCCN(S(=O)(=O)c3ccccc3)C2)nc2c1nnn2Cc1ccccc1F (configuration not stated) | 27 | -40 | -1 | 13 | -7 | 4 | -0.2 | 10 | 8 | 4

Structural class: the entries above containing a CF3 group
SMILES | aSyn UTR inh | KLF5 inh | HSP90 refold inh | Platelet DG rel | IEC-6 tox | HSF1 inhib | HIF act | SKKanGAS inh | HSF-1 act | AI-2 QS mod
O=C(NCc1ccccn1)C1Nc2ccc(C(F)(F)F)cc2C2C=CCC12 (configuration not stated) | -5 | x | x | 12 | x | 3 | -1.2 | 6 | 19 | 26
C/C(=N\NC(=O)CNc1cccc(C(F)(F)F)c1)c1ccc(Br)cc1 | 6 | 9 | -1 | -4 | 5 | 3 | -0.6 | -13 | 15 | 7
